# MT1-MMP txn act – MT1-MMP promoter transcription activation; HT1080 MT1-MMP promoter luciferase reporter, luminescence, overnight; active compounds read high; activation factor at 10 µM; actives 0.16% (n = 86,000);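 active = activation factor of at least 2 for MT1-MMP transcription at 10 µM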
# ERa SRC1 pot – ER-alpha (human) coactivator binding potentiation; P03372; TR-FRET ERalpha-LBD/SRC-Cy5 coactivator binding, 2 h; 100 = basal binding, no effect; coactivator binding (% of control), % at 25.6 µM; actives 1.3% (n = 86,000); AID 639; in the data active = activity above about 200%;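 also: binding measured in presence of low estradiol as agonist stimulus; 0% = peptide alone without receptor and 100% = receptor with peptide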
# sEH act – soluble epoxide hydrolase (human) activation; AID 717; activation, % at 2 µM; purified human sEH enzymatic activity, activator screen; actives 0.04% (n = 91,000); in the data active = activation above about 37%; also: values of inactives mirror those of a sister screen read the other way
# Target sequence (P34913 whole entry, looked up): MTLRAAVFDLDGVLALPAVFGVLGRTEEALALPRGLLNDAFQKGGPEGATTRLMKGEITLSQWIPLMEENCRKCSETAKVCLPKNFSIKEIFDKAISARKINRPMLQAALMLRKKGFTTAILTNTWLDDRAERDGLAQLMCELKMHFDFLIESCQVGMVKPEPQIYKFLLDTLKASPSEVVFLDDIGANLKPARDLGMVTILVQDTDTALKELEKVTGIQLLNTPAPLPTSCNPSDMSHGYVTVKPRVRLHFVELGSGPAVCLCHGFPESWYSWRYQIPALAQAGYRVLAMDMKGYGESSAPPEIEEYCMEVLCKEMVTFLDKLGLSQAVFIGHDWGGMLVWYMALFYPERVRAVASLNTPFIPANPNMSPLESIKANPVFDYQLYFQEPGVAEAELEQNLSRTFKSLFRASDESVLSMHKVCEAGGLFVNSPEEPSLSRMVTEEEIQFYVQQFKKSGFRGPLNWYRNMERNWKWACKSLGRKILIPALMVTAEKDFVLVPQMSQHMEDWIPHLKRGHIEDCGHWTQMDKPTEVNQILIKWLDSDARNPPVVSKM
# ERb SRC1 inh – ER-beta (human) coactivator binding inhibition; TR-FRET ER-beta LBD / SRC1-Cy5 peptide binding; receptor agonist-loaded with 1 µM estradiol; actives 1.3% (n = 86,000); inhibition, % at 25.6 µM; Q92731;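 active = compounds whose percent inhibition of the receptor-coactivator binding signal exceeds about 50% in the single-dose screen, limit read from the data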;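 also: 0% = receptor plus peptide wells without compound and 100% = peptide-only wells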
# CD11b adhes enh – CD11b/CD18-fibrinogen binding enhancement; AID 1499; actives 0.07% (n = 93,000); P05107+P11215; K562 CD11b/CD18 adhesion to fibrinogen, ATPlite luminescence; activation, % at 10 µM;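 active = 10 µM primary screen giving 50% or more activity, confirmed by 40% or more on retest at that dose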; also: strong numbers were not always called active; reference of the scale not given here
# CD11b adhes inh – blocks human CD11b/CD18 adhesion to fibrinogen; actives 0.54% (n = 93,000); K562 CD11b/CD18 adhesion to fibrinogen, ATPlite luminescence; Mn2+ added to activate the integrin; inhibition, % at 10 µM; P05107+P11215;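 active = primary inhibition of 50% or more at 10 µM, then 40% or more on retest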; also: some results filed as inactive read as strong as hits
# Calb biofilm kill – kills Candida albicans biofilms | C. albicans biofilm + clotrimazole, Alamar Blue | inhibition, % at 6 µM | actives 0.14% (n = 85,000) | AID 834;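 active = inhibition above 20%; inactive = inhibition below 20%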;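 also: preformed 24 hr biofilms exposed to compound for 48 hr; 0% = biofilm without compound and 100% = blank killed by clotrimazole plus chlorhexidine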
# Smad3 FoxH1 inh – Smad3 (human) transcription factor binding inhibition. TR-FRET Smad3/Dy647-FoxH1 peptide binding, europium anti-His. inhibition, % at 25 µM. actives 0.29% (n = 88,000). AID 630;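 active = compounds that reduce the energy-transfer binding signal between the protein and its labelled peptide by more than half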;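 also: 0% = Smad3 plus labelled peptide maximal FRET and 100% = peptide-only background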
# Target sequence (P84022 whole entry, looked up): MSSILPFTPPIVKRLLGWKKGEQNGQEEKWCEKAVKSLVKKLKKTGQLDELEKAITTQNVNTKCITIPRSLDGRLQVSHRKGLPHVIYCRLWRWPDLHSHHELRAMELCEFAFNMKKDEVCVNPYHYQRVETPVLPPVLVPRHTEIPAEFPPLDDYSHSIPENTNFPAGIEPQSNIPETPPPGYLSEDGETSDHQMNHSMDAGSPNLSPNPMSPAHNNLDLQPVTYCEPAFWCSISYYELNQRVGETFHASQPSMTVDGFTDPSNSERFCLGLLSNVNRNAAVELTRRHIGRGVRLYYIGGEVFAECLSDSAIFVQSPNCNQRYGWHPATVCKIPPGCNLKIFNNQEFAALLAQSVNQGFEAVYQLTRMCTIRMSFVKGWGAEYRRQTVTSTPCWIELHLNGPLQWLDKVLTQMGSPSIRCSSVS
# sEH inh – soluble epoxide hydrolase (human) inhibition | P34913 | actives 0.34% (n = 91,000) | inhibition, % at 2 µM | recombinant human sEH enzymatic activity assay; in the data active = inhibition above about 80%; also: values of inactives mirror those of a sister screen read the other way; many of its hits are not listed in these tables
# * = called active by the depositor; nt = not tested or not shown; [ ] = another dose, or the depositor's remark. The list is partial (hit frequency here may not be typical).
SMILES,MT1-MMP txn act,ERa SRC1 pot,sEH act,ERb SRC1 inh,CD11b adhes enh,CD11b adhes inh,Calb biofilm kill,Smad3 FoxH1 inh,sEH inh
COc1cccc(C2CC(C(F)(F)F)n3ncc(C(=O)NCc4ccco4)c3N2)c1 (stereo unspecified),1.2,102,5,-5[fluorescence artefact?],2,0,2,11[fluorescence artefact?],-5
Cc1cccc(NC(=O)Nc2ccc(Oc3c(F)c(F)c(F)c(F)c3F)cc2)c1,1.2,105,-78,-8,18,3,5,-2,79
Cc1ccc(-c2cc(C(=O)Nc3c(C#N)cnn3C)no2)cc1,1.2,122,4,-4,1,2,6,-12,-3
COc1ccc(C2=NN(C(=O)CSc3cn(C)c4ccccc34)C(c3ccc(OC)cc3)C2)cc1 (stereo unspecified),nt,639*[fluorescence artefact?],0,0[fluorescence artefact?],4,-4,10,0,2
C=CCn1c(SCc2ccc(Cl)cc2)nc2c1c(=O)[nH]c(=O)n2C,1.1,124,-7,-2,1,-2,6,-1,8
CC1=C(C)CS(=O)N(S(=O)(=O)c2ccccc2)C1 (stereo unspecified),1.1,86,-4,-13,0,-6,3,-4,2
O=C(Cn1nc(C(F)(F)F)c2c1CCCC2)NC1CCCC1,1.1,131,-5,-5,nt,nt,5,2,3
Cc1ccc2nc(-c3ccccn3)oc2c1,0.7,140,-6,-11,-4,2,4,4,5
CCN(CC)CCn1c(SCC(=O)NCc2ccco2)nc2c(sc3ccccc32)c1=O,1.1,117,-11,5[fluorescence artefact?],-4,3,4,11,12
Cn1c(=O)c2c(nc(CN3CCN(c4ccccc4F)CC3)n2CCN2CCOCC2)n(C)c1=O,0.9,111,-6,0,nt,nt,-1,-11,7
Cc1cc(C)cc(NC(=O)CCC(=O)Nc2cc(C)on2)c1,1.2,107,-3,6,nt,nt,6,-2,5
CSCCC(NC(=O)c1cc(CC(C)C)oc1C)C(=O)O (stereo unspecified),1,111,-5,13,2,15,4,2,5
CCc1cc(C(=O)COc2ccccc2F)c(O)cc1O,1.4,96[fluorescence artefact?],nt,1,-8,84*,2,0,nt
COc1ccc(S(=O)(=O)NCCN2CCOCC2)c2ccccc12,1.1,110,7,9,0,-20,1,7,-7
COc1ccccc1OCCSc1nc2ccccc2c(=O)[nH]1,1.3,118,-12,-2,2,-14,3,-2,15
CCN(CC)S(=O)(=O)c1ccc(Nc2nc3ccccc3n3nnnc23)cc1,1.6,78,nt,37[fluorescence artefact?],38,1,5,-4,nt
CCn1nc(C)c(C(=O)Nc2cc(Oc3cc(C)cc(C)c3)cc([N+](=O)[O-])c2)c1C,nt,nt,-13,nt,-5,41,nt,nt,15
Cc1csc(=O)n1CCC(=O)O,1.1,115,nt,15,-1,6,4,6,nt
O=C(CSCC(=O)N1CCCCC1)OCC(=O)c1c[nH]c2ccccc12,1.3,107[fluorescence artefact?],-10,9,0,-6,6,1,9
O=C(CCN1C(=O)C2CC=C(Cl)CC2C1=O)NCc1ccco1 (stereo unspecified),1.1,111,-15,1,1,-17,7,12,11
CC1CCN(C(=O)c2ccc3c(c2NCCO)C(=O)c2ccccc2C3=O)CC1,1,105[fluorescence artefact?],-4,-24[fluorescence artefact?],-6,-7,0,7,6
CCC(O)CNc1nc(SC)nc2sc3c(c12)CCN(C)C3 (stereo unspecified),1.1,96,nt,-16,nt,nt,6,6,nt
COc1cccc(Nc2nc(N)nc(C(F)(F)F)n2)c1,1.1,115[fluorescence artefact?],-2,3[fluorescence artefact?],-1,3,-3,-22,2
O=C(CSc1nnc(-c2cccs2)n1-c1ccccc1)NCC1CCCO1 (stereo unspecified),1,116,9,3,-2,3,3,-1,-9
Cn1c(N)c(C(=O)COC(=O)CCCc2c[nH]c3ccccc23)c(=O)n(C)c1=O,1.2,98,-1,-11,4,-1,3,3,0
COc1ccc(N(CC(=O)NCc2ccco2)S(C)(=O)=O)cc1OC,1.2,107,-6,0,0,2,-2,-11,4
Cc1ccc(S(=O)(=O)CCc2nnc(N)s2)cc1C,1.2,99,-1,-14,nt,nt,6,1,4
Cc1ccc(C(=O)Nc2nc3ccccc3n2CCN2CCCC2)cc1,1.8,284*[fluorescence artefact?],8,-2,-2,13,5,-6,-7
O=C(NCc1ccc(OC(F)(F)F)cc1)C12CN(Cc3ccccc3)CC1C(c1cccc([N+](=O)[O-])c1)=NO2 (stereo unspecified),nt,nt,2,nt,1,-1,nt,nt,-4
CC(C)CC(NC(=O)COc1ccccc1)C(=O)O (stereo unspecified),1.2,104,2,7[fluorescence artefact?],8,8,2,-19,-4
O=C(COC(=O)/C=C/c1cnc2ccccc2n1)NCC(F)(F)F,nt,nt,-8,nt,-8,7,nt,nt,6
Cc1cc2c(cc1C)NC(CC(=O)NCc1ccccc1)C(=O)N2 (stereo unspecified),1.3,94[fluorescence artefact?],nt,11,nt,nt,8,0,nt
CCC(=O)Nc1cc(C(=O)OCC(=O)c2ccc(Cl)cc2Cl)ccc1C,nt,nt,26,nt,-2,3,nt,nt,-25
Cc1cc(C)c(NC(=O)CCCN2CCN(C)CC2)c(C)c1,1.1,115,2,-6,-1,-2,-1,6,-4
Cc1ccc(C)c(NS(=O)(=O)c2c(C)ccc3nsnc23)c1,1.3,100,14,-1,-1,11,10,-10,-13
CCOc1ccc(OCC)c(NC(=O)C2CCN(S(=O)(=O)c3cccnc3)CC2)c1,1.1,93,-7,-2,-2,-27,4,14,4
Cc1cc(=O)oc2cc(OCC3CC(c4ccc(Cl)cc4)=NO3)ccc12 (stereo unspecified),1,94,12,-7,-3,34,-2,-7,-13
COc1ccc([C@H]2[C@H](C(=O)C(C)(C)C)N3N=Cc4ccccc4C3[C@]23N=C(c2ccccc2)OC3=O)cc1 (stereo partly specified),1,87[fluorescence artefact?],20,-14,0,-3,-2,-2,-20
c1ccc(N2CCN(c3nnnn3-c3ccccc3)CC2)cc1,1.1,106,nt,-9,-3,1,4,8,nt
Cc1ccc(OC(F)F)c(NC(=O)Nc2cccc(C(F)(F)F)c2)c1,nt,114,-21,-4,-2,-28,10,7,21
CCSc1nnc(-c2cccc(S(=O)(=O)N(C)C)c2)n1-c1cc(OC)ccc1OC,1.1,99,5,-3,0,-12,5,24[fluorescence artefact?],-3
CCOc1nc(-c2ccccc2)ccc1-c1noc(COC)n1,1,102,4,-8,nt,nt,8,0,-6
COCc1cc(C)[nH]c(=O)c1C#N,1.2,107,nt,-3,0,5,6,8,nt
Cc1nc(C)n(CC(O)COc2ccc(C(=O)c3ccccc3)cc2)n1 (stereo unspecified),1.2,97,-1,2,4,-35,4,3,-4
CC(OC(=O)CN(C)S(=O)(=O)c1ccc(Cl)cc1)C(=O)Nc1cccc(Cl)c1 (stereo unspecified),nt,nt,-7,nt,0,-23,nt,nt,5

# Reformatted as tab-separated lines: entries from further up.
compound	MT1-MMP txn act	ERa SRC1 pot	sEH act	ERb SRC1 inh	CD11b adhes enh	CD11b adhes inh	Calb biofilm kill	Smad3 FoxH1 inh	sEH inh
Cc1ccc(C)c(NS(=O)(=O)c2c(C)ccc3nsnc23)c1	1.3	100	14	-1	-1	11	10	-10	-13
CCC(=O)Nc1cc(C(=O)OCC(=O)c2ccc(Cl)cc2Cl)ccc1C	nt	nt	26	nt	-2	3	nt	nt	-25

# Next entries
SMILES,MT1-MMP txn act,ERa SRC1 pot,sEH act,ERb SRC1 inh,CD11b adhes enh,CD11b adhes inh,Calb biofilm kill,Smad3 FoxH1 inh,sEH inh
COc1ccc(C2c3c(ccc4ccccc34)Oc3ncn4nc(CO/N=C/c5ccccc5)nc4c32)cc1 (stereo unspecified),1.1,111,-2,-6,4,-1,8,2,2
CC(C)(C)c1nc(S(=O)(=O)c2ccc(Cl)cc2)c(N2CCOCC2)o1,1.2,107,-2,-8,1,2,4,1,4
O=C(CNC(=O)c1ccco1)Nc1cc(Cl)ccc1N1CCOCC1,1.1,124,3,10,3,5,6,-3,-1
COc1ccc(NC(=O)C2CCCN2S(=O)(=O)c2ccc(C)cc2)cc1 (stereo unspecified),1.1,107,11,-3[fluorescence artefact?],-1,-32,5,-2,-13
CCc1nnc(NC(=O)Cn2nc(-c3ccccc3OC)ccc2=O)s1,1.1,94,-14,-13[fluorescence artefact?],0,7,2,2,13
Cc1oc2cc3c(C(=O)OCCN(C)C)c(C)oc3cc2c1C(=O)OCCN(C)C,nt,108,nt,6,nt,nt,8,0,nt
CCOCN(C(=O)Cn1c(COC)nc2ccccc21)c1c(C)cccc1CC,1.3,104,-6,-12,1,-5,6,-6,9
CC(C)Cc1nnc(NC(=O)CCC(=O)N2CCN(c3ccccn3)CC2)s1,1.2,87,2,35,-2,-2,2,9,-2
Cc1ccc(/C(N)=N/OC(=O)CCc2ccccc2)cc1,nt,nt,11,nt,-3,-26,nt,nt,-9
O=C(Nc1cccc(Cl)c1)Nc1ccc(Cl)cn1,1.2,102,-16,1[fluorescence artefact?],22,-14,-2,5[fluorescence artefact?],18
Cc1cc(=O)oc(C)c1C(=O)OCC(=O)c1ccccc1,1.4,100,-13,-10,-2,-11,8,11,11
O=C(Nc1nnc(-c2ccc3c(c2)CCCC3)o1)C1COc2ccccc2O1 (stereo unspecified),nt,82,-9,-5,2,3,15,-5,7
COc1ccc(CCNC(=O)c2c(-c3ccccc3Cl)noc2C)cc1,1.1,99,-12,2[fluorescence artefact?],2,-10,nt,9,9
O=C(CN(Cc1cccs1)C(=O)CSc1nnc(COc2ccccc2)o1)NC1CCCC1,1.1,116,6,-7,1,-2,4,7,-7
Cc1ccc(C)c(OCC(=O)N/N=C/c2c(C)nn(-c3ccccc3)c2Cl)c1,nt,nt,-5,nt,12,6,nt,nt,4
CN(C)CCCNC(=O)/C(=N\O)c1ccccc1,1.1,87,3,6,-2,-1,8,-12,-4
Cc1cnc(NC(=O)CSc2nnc(Cc3ccccc3)o2)s1,1.1,100,8,-25,2,-15,6,2,-3
CCCc1cc(C(=O)N2CCN(c3ccccc3C)CC2)cs1,1,88,-1,-2,0,3,1,13,2
COc1cccc(C(=O)CSc2nnc(COc3cccc4cccnc34)o2)c1,1,96,nt,-12,0,31,3,-11,nt
CCOc1cc(C(=O)OCc2ccc(C(=O)OC)o2)cc(Br)c1OC,1.1,105,8,-5,-3,9,7,-12,-6
O=C(Cn1cncn1)N/N=C/c1c2ccccc2cc2ccccc12,nt,nt,-1,nt,-4,-8,nt,nt,2
Cc1c(C(=O)Oc2cccc3ccccc23)cnn1-c1ccccc1,nt,nt,12,nt,-1,30,nt,nt,-11
O=C(O)Cn1ncc2c1-c1ccoc1CC2,1.1,142,-8,8,0,16,0,6,9
CC(=O)N(/N=C1\Sc2ccccc2C1=O)c1cccc(C)c1,1.1,47,-9,-7,-1,18,5,-25,12
Cc1ccc(C(=O)CSc2nnc(-c3c[nH]c4ccccc34)o2)cc1,nt,nt,13,nt,10,-5,nt,nt,-10
COc1ccc(/C=N/n2c(C)cc(C)c(C(N)=O)c2=O)cc1,1.1,114,-11,5,-3,-25,-6,-8,8
COC(=O)c1c2c(nc3ccccc13)CCC2,1.2,83[fluorescence artefact?],0,22,11,-6,-1,14,-3
CCC1(C)Cc2ccccc2-c2nc(NCCO)n(-c3ccccc3)c(=O)c21 (stereo unspecified),1.2,112[fluorescence artefact?],-9,-7,nt,nt,-3,-1,12
Cc1cc(C)n(-c2nc3c(c(=O)[nH]c(=O)n3C)n2CC(C)C)n1,1.1,120,-8,1,-1,18,6,-2,7

# Record cards, from the list above. Values in the order: MT1-MMP txn act, ERa SRC1 pot, sEH act, ERb SRC1 inh, CD11b adhes enh, CD11b adhes inh, Calb biofilm kill, Smad3 FoxH1 inh, sEH inh
# Shown for Cc1ccc(C(=O)CSc2nnc(-c3c[nH]c4ccccc34)o2)cc1 → nt, nt, 13, nt, 10, -5, nt, nt, -10
# Shown for O=C(Cn1cncn1)N/N=C/c1c2ccccc2cc2ccccc12 → nt, nt, -1, nt, -4, -8, nt, nt, 2
# Shown for COc1cccc(C(=O)CSc2nnc(COc3cccc4cccnc34)o2)c1 → 1, 96, nt, -12, 0, 31, 3, -11, nt
